Menin MLL FP TR – qHTS Assay for Inhibitors Targeting the Menin-MLL Interaction in MLL Related Leukemias: Competition With Texas Red Labeled MLL-derived Mutant Peptide; O00255; Potency, µM (series often up to 61.6 µM), without a hit: at the top dose FP activity change, negative = inhibition, usual class: inhibitors; Menin + Texas Red MLL mutant peptide, fluorescence polarization; 270,000 compounds, 0.23% hits; active = well fitted inhibition curve with a large enough effect in the polarisation, with a control signal flat, not every such curve was filed as active; inconclusive = small, poorly fitted or top-dose-only effect, or effect the other way, or a change in a side signal; inactive = no such curve, though single readings can be large or run the other way; the % refers to the polarisation; note: potency is the fitted concentration of half-maximal effect; % of control where 0% means no effect; many of its hits are not listed in these tables
Target sequence (O00255 whole entry, looked up): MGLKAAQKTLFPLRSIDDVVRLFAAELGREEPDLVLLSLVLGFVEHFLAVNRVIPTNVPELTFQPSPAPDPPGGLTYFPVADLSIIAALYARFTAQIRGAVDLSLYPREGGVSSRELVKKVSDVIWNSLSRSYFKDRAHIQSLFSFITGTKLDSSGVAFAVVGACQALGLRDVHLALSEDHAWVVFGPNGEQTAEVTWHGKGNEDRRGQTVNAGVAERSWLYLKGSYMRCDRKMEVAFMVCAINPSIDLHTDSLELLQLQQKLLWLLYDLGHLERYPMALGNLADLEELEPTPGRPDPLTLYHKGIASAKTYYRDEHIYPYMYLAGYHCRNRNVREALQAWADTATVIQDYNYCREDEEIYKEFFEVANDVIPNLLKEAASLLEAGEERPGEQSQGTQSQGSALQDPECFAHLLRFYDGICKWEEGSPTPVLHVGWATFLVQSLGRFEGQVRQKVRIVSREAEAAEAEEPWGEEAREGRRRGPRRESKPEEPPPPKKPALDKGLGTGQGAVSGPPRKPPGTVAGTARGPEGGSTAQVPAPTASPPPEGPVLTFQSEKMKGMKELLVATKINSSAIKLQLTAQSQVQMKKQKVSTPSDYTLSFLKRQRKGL
VP16 counter – VP16 counterscreen qHTS for inhibitors of ROR gamma transcriptional activity. Drosophila S2 Gal4-VP16 UAS-luciferase, luminescence, 20 h. Potency, µM (doses to about 53.6 µM), for inactives: at the top dose activity, negative = inhibition, usual class: inhibitors. 310,000 compounds, 3.5% hits. AID 2546, 2010;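 note: Gal4-VP16 expression switched on by copper sulfate through the metallothionein promoter; potency is the fitted concentration of half-maximal effect; % is set by controls: 0 for no effect and ±100 for the full control effect; nearly all actives have a fitted effect of over 50% in size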
PKM2 activator – qHTS Assay for Activators of Human Muscle isoform 2 Pyruvate Kinase; purified PKM2, Kinase-Glo ATP luminescence, activation; response scale: 0% is enzyme alone, no compound; Potency, µM (doses to about 57.5 µM), inactives show at the top dose activation, hits mostly activators; 260,000 compounds, 0.34% hits; AID 1631, 2009; note: potency is the fitted concentration of half-maximal effect; % is set by controls: 0 for no effect and ±100 for the full control effect; nearly all actives have a fitted effect of over 55% in size
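Kinase-Glo luminescence reports ATP generated from ADP (0.1 mM) and PEP (0.5 mM) by purified hPK-M2 after 1 h at room temperature, pH 7.2 imidazole buffer; intermediate enzyme activity allows detecting inhibitors and activators.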
Rab9 prom act – qHTS Assay for Rab9 Promoter Activators. Huh7 Rab9 promoter-luciferase reporter, luminescence, 24 h. Potency, µM (highest dose often 9.22 µM), for the others: top-dose activation, negative = inhibition, actives largely listed as activators. 320,000 compounds, 2.8% hits. AID 485297, 2010; note: potency is the fitted concentration of half-maximal effect; % of control where 0% means no effect; nearly all actives have a fitted effect of over 60% in size
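Stable Rab9-luc Huh7, 1500 cells/well, 2 h settle; cmpd in DMSO, 24 h, 37 °C/5% CO2; luciferase reagent 10 min RT; luminescence.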
FLuc modulator – qHTS profiling assay for firefly luciferase inhibitor/activator using purifed enzyme and Km concentrations of substrates (counterscreen for miR-21 project); Potency, µM (highest dose often 57.5 µM), for the others: at the top dose activity change, negative = inhibition, most hits filed as inhibitors; Luciferin 4-monooxygenase (Photinus pyralis), P08659; purified FLuc, Km substrates, luminescence inhibition; AID 588342, 2011; 360,000 compounds, 6.9% hits;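 note: potency is the fitted concentration of half-maximal effect; plate controls were vehicle for no effect and reference inhibitor for full effect; nearly all actives have a fitted effect of over 55% in size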
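Biochemical qHTS of compounds, final roughly 60 µM downward over six points, against 10 nM purified firefly luciferase using Km concentrations of substrates (10 uM D-luciferin, 10 uM ATP) in Tris acetate pH 7.5 buffer; luminescence output.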
p53 reactivation – qHTS assay for re-activators of p53 using a Luc reporter; 320,000 compounds, 0.063% hits; H1299 p53-A138V BP100-luciferase reporter, luminescence, 24 h; AID 504706, 2011; Potency, µM (top dose mostly 92.2 µM), inactives show top-dose activity change, positive = activation, actives largely listed as activators; note: potency is the fitted concentration of half-maximal effect; % of control where 0% means no effect; nearly all actives have a fitted effect of over 45% in size
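p53-null H1299 cells stably carrying temperature-sensitive p53-A138V and a BP100-luciferase reporter were pinned with compounds (4-point, 1:5 series) and held 24 hrs at 37 deg C. Luminescence was read 10 min after detection reagent.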
RORg inh – qHTS for inhibitors of ROR gamma transcriptional activity; Nuclear receptor ROR-gamma (Mus musculus), P51450; Drosophila S2 Gal4-RORgamma UAS-luciferase reporter, 20 h; Potency, µM (series often up to 53.6 µM), for the others: top-dose activity change, negative = inhibition, hits mostly inhibitors; 310,000 compounds, 5.4% hits; AID 2551, 2010; note: potency is the fitted concentration of half-maximal effect; % is set by controls: 0 for no effect and ±100 for the full control effect; nearly all actives have a fitted effect of over 60% in size
Target sequence (P51450 whole entry, looked up, the tested form may be a part): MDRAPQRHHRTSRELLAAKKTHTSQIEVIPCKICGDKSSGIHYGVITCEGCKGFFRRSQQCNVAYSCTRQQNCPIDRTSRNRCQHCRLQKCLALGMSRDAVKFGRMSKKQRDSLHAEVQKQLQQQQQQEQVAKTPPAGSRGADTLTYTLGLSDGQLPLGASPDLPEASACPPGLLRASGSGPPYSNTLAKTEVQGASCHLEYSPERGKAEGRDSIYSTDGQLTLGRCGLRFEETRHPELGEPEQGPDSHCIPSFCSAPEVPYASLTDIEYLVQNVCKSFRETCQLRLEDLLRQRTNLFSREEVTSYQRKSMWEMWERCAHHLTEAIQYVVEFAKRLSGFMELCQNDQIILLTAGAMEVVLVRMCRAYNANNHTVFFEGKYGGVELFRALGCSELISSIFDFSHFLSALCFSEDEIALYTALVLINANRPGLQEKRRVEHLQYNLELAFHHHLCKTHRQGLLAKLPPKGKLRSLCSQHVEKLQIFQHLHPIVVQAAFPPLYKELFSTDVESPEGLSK
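Using a luciferase readout, inhibitors were identified by reduced reporter activity in Drosophila cells coexpressing a copper-inducible Gal4–ROR gamma fusion and UAS-driven Photinus luciferase, incubated 20 hr after 700 uM copper sulfate.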
Giardia kill – Small Molecules that selectively kill Giardia lamblia: qHTS | Giardia lamblia trophozoite viability | activity change, % at 7.66 µM, hits read low | 340,000 compounds, 0.15% hits; in the data active = activity change below about -80%; inconclusive = between about -30% and that limit;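 note: parasites exposed to compound for two days anaerobically before the ATP read; % is set by controls: 0 for no effect and ±100 for the full control effect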
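Luminescent ATP signal served as the viability read-out, measured 15-30 min after adding ATP detection reagent to trophozoites that had been incubated with compounds for 48 hrs at 37 deg C anaerobically at 100 cells/well.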
BRCA1 expr up – qHTS Assay to Identify Small Molecule Activators of BRCA1 Expression | MCF7-BRCA1-FFLuc reporter, luminescence, 48 h; response scale: scaled: vehicle 0%, 10 µM genistein 100% | Potency, µM (doses to about 46.1 µM), for inactives: at the highest dose activation, most hits filed as activators | 380,000 compounds, 1.1% hits | AID 624202, 2012; note: potency is the fitted concentration of half-maximal effect; nearly all actives have a fitted effect of over 80% in size; some results filed as inactive show a strong effect at the top dose
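Activators of BRCA1 expression were detected as increased firefly luciferase luminescence in engineered MCF7 cells after 48 h compound incubation. Signals were scaled to genistein 10 microM as full activation.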
NPC1 prom act – qHTS Assay for NPC1 Promoter Activators. Huh7 NPC1 promoter luciferase reporter, 24 h. Potency, µM (titrated, usually from 9.22 µM), for inactives: top-dose activation, hits mostly activators. 320,000 compounds, 2.4% hits;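 note: potency is the fitted concentration of half-maximal effect; % of control where 0% means no effect; nearly all actives have a fitted effect of over 60% in size; reporter is driven by a mutant NPC1 promoter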
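Stably transfected Huh7 (NPC1 promoter→luciferase), 1500 cells/well in Opti-MEM + 10% FBS, 2 h settle, then compound 24 h at 37 °C. Luminescence after 10 min with Amplite reagent.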
ELG1 genotox – qHTS screen for small molecules that induce genotoxicity in human embryonic kidney (HEK293T) cells expressing luciferase-tagged ELG1 | HEK293T ELG1-luciferase reporter, luminescence, 16 h | Potency, µM (series often up to 46 µM), for the others: top-dose activity change, positive = activation, actives largely listed as activators | 330,000 compounds, 1.3% hits; note: potency is the fitted concentration of half-maximal effect; % of control where 0% means no effect; nearly all actives have a fitted effect of over 60% in size
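ELG1-luciferase HEK293T cells, 2,000/well; compound pinned in; 16 hr, 37 °C, 5% CO2; ONE-Glo, 30 min RT; luminescence on CCD imager.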
* = called active by the depositor; u = inconclusive; x = no result given; [ ] = remark or other dose. Unless noted, calls come from the whole dose curve; as a rule, active = well fitted curve in the direction sought with a large enough effect; inconclusive = small, poorly fitted or top-dose-only effect, or another doubt; inactive = no such curve, though single readings can be large; an effect the other way counts as inactive or inconclusive.

SMILES	Menin MLL FP TR	VP16 counter	PKM2 activator	Rab9 prom act	FLuc modulator	p53 reactivation	RORg inh	Giardia kill	BRCA1 expr up	NPC1 prom act	ELG1 genotox
S=C(NCc1ccco1)Nc1ccccn1	5%	13µM*	2%	3%	2%	-1%	1.8µM*	-19	6%	-3%	0%
CC1(C)CC(=O)C2=C(C1)Oc1ncn(Cc3ccco3)c(=N)c1C2c1ccccc1 (centres undefined)	-6%	2%	-1%	2%	2%	-4%	-13%	1	-43%	-2%	-11%
CCCOC(=O)c1ccc(NC(=O)Cc2cccs2)cc1	u	14%	4%[11.5 µM]	u	19µM*	x	26%	9	47%	u	u
Cn1c(=O)c2c(SCC(=O)N3CCCc4ccccc43)nc(CC(C)(C)C)nc2n(C)c1=O	u	7%	4%	-1%	0%	-4%	-7%	8	4%	-3%	-4%
COc1ccc(Cc2nnc(-c3ccc(F)cc3)o2)cc1OC	-5%	-7%	-1%	1%	-1%	-4%	u	8	-1%	-1%	u
CCN1CCN(c2ccc(S(=O)(=O)N3CCCCC3)cc2NC(=O)CC(C)c2ccccc2)CC1 (centres undefined)	x	x	x	0%	1%	19%	x	-10	-12%	-4%	2%
O=C1C2C3C=CC(C4CC34)C2C(=O)N1/N=C/c1ccc(-c2ccccc2[N+](=O)[O-])o1 (centres undefined)	-7%	2%	-5%	15%	11µM*	15%	u	-4	29%	7%	u
O=C(Nc1cccc(C(F)(F)F)c1)NC1CCN(S(=O)(=O)c2ccc(F)cc2)CC1	4%	-9%	-2%	-4%	-1%	-7%	6%	8	-6%	-6%	-5%
COC(=O)c1sc2nc(C)nc(SCC(=O)Nc3sccc3C(N)=O)c2c1C	x	x	x	2%	-3%	-4%	x	2	-36%	1%	-4%
COc1cccc(-c2nnc(SCC(=O)Nc3cc(C)on3)n2C)c1	-1%	-8%	-3%	1%	4%	-3%	0%	-3	5%	-4%	-7%
CCOc1ccc(/C=C2\SC(=S)N(CC(=O)NCCCN3CCOCC3)C2=O)cc1	x	-9%	x	19%	3µM*	7%	21%	-17	21%	1%	-8%
COCC(C)n1c(SCc2nc3ccccc3c(=O)[nH]2)nc2ccccc2c1=O (centres undefined)	0%	1%	u	4%	u	2%	-9%	10	-19%	-3%	-4%
CCN(CC)S(=O)(=O)c1ccc(N2CCCC2)c(NS(=O)(=O)c2ccccc2)c1	-2%	-11%	-22%	0%	1%	-4%	29%[10 µM]	-6	-10%	4%	-3%
COc1ccc(NC(=O)COC(=O)CNS(=O)(=O)c2ccccc2)cc1OC	-19%	2%	-2%	-5%	3%	-2%	25%	6	-11%	-1%	0%
CCSc1nc2ccccc2n1Cc1ccccc1F	-6%	-13%	-9%	-5%	-10%	19%	1%	-6	-5%	-4%	0%
CCOC(=O)C(=O)NCC(c1ccco1)S(=O)(=O)c1cccs1 (centres undefined)	x	x	x	-2%	-1%	5%	x	-4	6%	2%	1%
CCN(CC(=O)Nc1c(F)cccc1F)C(=O)Cc1csc(-c2ccccc2)n1	x	x	x	1%	1%	-12%	x	1	16%	-1%	-2%
CCN(Cc1cc2ccccc2[nH]c1=O)C(=O)c1cccc([N+](=O)[O-])c1	x	-1%	-6%	-1%	2%	-2%	37%	-14	3%	-7%	1%
CCCC[n+]1ccn(-c2nc3ccccc3nc2[N-]S(=O)(=O)c2ccc(Br)cc2)c1	x	7%	-5%	-9%	1%	-3%	14%	1	-3%	-3%	2%
C/C(N)=C(/C#N)C(=O)COC(=O)C(c1ccccc1)c1ccccc1	17%	-2%	-8%	-4%	-2%	15%	31%	-8	-18%	-1%	0%
Cc1nc(CS(=O)c2ccc(Cl)cc2)cc(N2CCOCC2)n1 (centres undefined)	-13%	2%	-6%	-2%	1%	0%	-2%	10	-13%	0%	-2%
N#C/C(=C\c1ccc(Cl)s1)C(=O)N1CCN(c2ccccc2)CC1	0%	5%	-2%	-5%	0%	1%	38%	-9	-4%	-3%	0%
CCOc1cc(N2CCOCC2)c(OCC)cc1NC(=O)c1ccc(OC(C)C)cc1	-17%	10%	2%	-35%[inhibitor]	1%	-2%	-2%	-5	-38%	-4%	-12%
Fc1ccc(NC(=S)Nc2cccnc2)cc1	3%	-18%	0%	-2%	3%	-4%	-15%	-2	13%	-2%	-8%
CC1=NN(c2ccc(Br)cc2)C(=O)/C1=C/c1ccc(-c2ccccc2C(=O)O)o1	u	-11%	6%	-1%	27µM*	x	-3%[1.91 µM]	-17	-25%	-1%	-3%

RORg inh, what is marked active above.
Compound | Menin MLL FP TR | PKM2 activator | Rab9 prom act | p53 reactivation | RORg inh | BRCA1 expr up | NPC1 prom act
S=C(NCc1ccco1)Nc1ccccn1 | 5% | 2% | 3% | -1% | 1.8µM* | 6% | -3%

Later entries.
SMILES	Menin MLL FP TR	VP16 counter	PKM2 activator	Rab9 prom act	FLuc modulator	p53 reactivation	RORg inh	Giardia kill	BRCA1 expr up	NPC1 prom act	ELG1 genotox
O=S1(=O)CCO[C@H]2Cc3ccccc3[C@H]2N1Cc1cccc(C(F)(F)F)c1	10%	8%	5%	2%	0%	x	6%	8	0%	0%	-8%
O=C(c1ccccc1)[C@H]1CC=CC[C@H]1C(=O)O	9%	-3%[0.365 µM]	-6%	-6%	1%	9%	-7%	1	21%	0%	-1%
N/C(=N\OC(=O)Cc1ccccc1)c1ccccn1	-11%	10%	-5%	11%	17µM*	u	-1%	3	u	12%	10%
CCc1cccc(C)c1NC(=O)CN(C)S(=O)(=O)c1ccc(-c2ccc(=O)[nH]n2)s1	9%	-3%	x	1%	3%	-11%	-1%	-15	-13%	-4%	-2%
COc1ccc(/C=C/C(=O)NCC(=O)N/N=C(/C)c2ccc(Cl)cc2)cc1	u	-21%	1%[0.46 µM]	1%	-5%	u	-2%	-18	6%	1%	13%
O=C1CCCN1CCCNc1nc2c(S(=O)(=O)c3ccc(Br)cc3)nnn2c2ccccc12	x	-5%	x	-4%	1%	1%	-1%	-6	4%	-3%	4%
O=C(Nc1ccc(F)cc1)c1cc(-c2ccccn2)nc2c(Cl)cccc12	u	-24%	-2%	-7%	0%	-5%	13µM*	10	-42%	-1%	18%
Cc1occc1C(=O)NNC(=O)c1ccccc1F	1%	-3%	-16%	u	-2%	u	44%	25	60%	15%	26%
COC(=O)c1ccc(NC(=O)COc2ccccc2OC)cc1	-6%	-7%	9%	1%	-1%	u	26%	-12	-10%	-5%	-1%
COC(=O)c1ccc(CSc2nc3ccccc3s2)o1	-3%	1%[0.365 µM]	-11%	u	17µM*	u	u	-1	u	u	16µM*
COC(=O)c1ccc(NC(=S)N2CCN(C(=O)c3ccco3)CC2)cc1	x	-1%	-4%	-8%	1%	3%	7%	-2	-27%	-2%	3%
Cc1nc(C)c(-c2ccn(S(=O)(=O)c3ccc(Cl)cc3)n2)o1	x	-5%	-8%	-4%	0%	-3%	31%	12	-22%	-4%	0%
O=C(OCC(=O)c1ccccc1Br)c1ccccn1	-9%	21%	2%	-7%	u	25%	3%	-9	0%	-1%	3%
CC12CCC(C(=O)NCCCN3CCOCC3)(C(Br)C1=O)C2(C)C (centres undefined)	x	7%	-2%	0%	0%	-1%	0%	9	13%	-1%	1%
COc1ccc(N2CC(C(=O)Nc3c4c(nn3-c3ccc(OC)cc3)CS(=O)(=O)C4)CC2=O)cc1 (centres undefined)	-13%	19%	0%	1%	4%	5%	u	10	17%	1%	6%
O=C(Nc1nnc(-c2ccccc2)s1)c1cccc(S(=O)(=O)N2CCOCC2)c1	u	-20%	3%	-4%	u	17%	-5%	11	20%	-3%	1%
O=C(c1ccc2c(c1)OCO2)n1nnc2ccccc21	-1%	-4%	-1%	1%	6.7µM*	-21%	-7%	x	x	-3%	-1%
COc1cccc(-n2nnc3c(=O)n(CC(=O)Nc4cc(C)on4)cnc32)c1	u	-4%	u	-13%	6%	-6%	-1%	1	10%	-3%	-5%
COCCN(CCOC)C(=O)c1cc2sc3ccccc3c2s1	4%	-5%	0%	9%	-16%	2%	-7%	-10	52%	-2%	7%
COc1cccc(-n2nnc3c(=O)n(CC(=O)N4CCCc5ccccc54)cnc32)c1	24%	-11%	4%	0%	-7%	-9%	-2%	4	0%	-5%	-4%

Not all compounds are listed; count on the stated rates, not on these rows.
